MT stabilize HCS: stabilizes microtubules in HeLa cells; HeLa tubulin immunostaining HCS, 24 h; share of cells brighter than vehicle mean+2SD; % tubulin-high responders, % at 10 µM; 200,000 tested, 0.83% active;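 active means plate Z-score above 3 for both tubulin-high and condensed-nucleus cell shares, with cell loss under 80%, at 10 µM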;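 further: anti alpha tubulin signal scored within the nucleus-defined area of each cell; some results filed as inactive read as strong as hits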
NOD2 inhibition: NOD2 signaling inhibitors, cell-based, luminescence, uHTS, HEK293 (AID 1566); inhibition, % at 4 µM; hits with a dose series show EC50 in µM; HEK293 NOD2/NF-kB luciferase reporter, luminescence; higher % means a stronger effect; 290,000 tested, 0.63% active; in the data active means inhibition above about 50%; further: many of its hits are not listed in these tables
NOD1 NF-kB reporter: inhibition of NOD1-driven NF-kB reporter – cell-based, luminescence, uHTS, primary screen (AID 1578); NOD1-driven NF-kB luciferase reporter cells, luminescence; higher % means a stronger effect; one-dose inhibition, % at 4 µM; EC50 in µM for titrated hits; 290,000 tested, 1% active; in the data active means inhibition mostly above about 36%, no sharp cut-off; inactive means mostly below about 34%;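 further: HEK-293T reporter cells stimulated with the NOD1 agonist gamma-tri-DAP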
Dynein transport: dynein cargo transport inhibition. 3617.4 mouse cells, GR-EGFP nuclear translocation imaging; test concentration mostly 20 µM; stimulated with dexamethasone, 1 µM; hits give low values. z-score, hits read low. 220,000 tested, 0.47% active. AID 1381;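 active means plate z-score of nuclear minus cytoplasmic receptor signal below a set negative limit, without overly bright fluorescence or cell loss, cut at about -3.5 in these data, passing the limit was not always enough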;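 further: z-score of nuclear minus cytoplasmic ring GR-EGFP intensity difference per well; some compounds called inactive have numbers as strong as hits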
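Medium: Induction medium lacking tetracycline, stripped serum | Probe or stimulus: 1.0 µM final dexamethasone stimulus | Schedule: 48 h induction, then 1 h compound, then 30 min agonist, 37 °C | Signal: Automated 10x imaging of fixed Hoechst-stained cells | Evaluation: Per-cell GR-EGFP intensity, nucleus versus surrounding cytoplasmic ring, well-averaged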
Autophagy HCS: alters autophagy in cells; MEF GFP-LC3 puncta imaging; test concentration mostly 10 µM; 190,000 tested, 0.98% active; calls only at 10 µM (by protocol); AID 463193;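 active means percentage of spot-positive cells more than 3 SD above its plate mean, without a fluorescence outlier flag or 80% toxicity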;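 further: spot-positive cell cutoff set from DMSO-treated cells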
Yfh1-off respiration: mitochondrial function rescue without frataxin homolog – Friedreich's ataxia, plus single-dose screen, dose response (AID 1465); S. cerevisiae Yfh1-off respiration, WST-1 reduction, 72 h; higher fold induction means a stronger effect; one-dose fold induction at 50 µM; EC50 in µM for titrated hits; 220,000 tested, 0.074% active;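 active means fold induction of absorbance versus untreated yeast above a set limit, then at least 30% activation at any dose in follow-up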;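 further: activators that raise dye reduction in frataxin-depleted yeast; strong numbers were not always called active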
Insulin prom up: MIN6 insulin promoter up-regulation; MIN6 insulin promoter-GFP reporter, high-content imaging; hits give high values; z-score at 5 µM; 190,000 tested, 0.3% active; AID 1625;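 active means z-score above 3 at 5 µM with at least 500 cells counted in the well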
bCat nuc transl: modulators of beta-catenin nuclear translocation | HeLa beta-catenin nuclear translocation, immunofluorescence imaging | nuclear translocation activity, % at 5 µM | 190,000 tested, 0.3% active | AID 1665;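 active means nuclear translocation activity above 50% at 5 µM, with a well cell count of 50 or more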;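 further: per-cell ratio of nuclear to cytoplasmic median beta-catenin stain intensity; plate controls were DMSO negative control for no effect and GSK-3 inhibitor IX positive control for full effect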
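Read-out: Nuclear/cytoplasmic beta-catenin signal ratio, % activation | Assay system: Human HeLa cell line | Times: 24 h compound exposure at 37°C, 5% CO2 | Signal: Fluorescence imaging of beta-catenin antibody stain plus DAPI | Dosing: 5 µM primary, 0.02–20 µM confirmation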
P. falciparum M17LAP: P. falciparum M17LAP inhibitors, primary screen, biochemical, fluorogenic H-Leu-NHMec substrate, 1536-well (AID 1619); inhibition, % at 30 µM, or IC50 in µM where a hit was titrated; 220,000 tested, 0.38% active; recombinant M17LAP, H-Leu-NHMec fluorogenic kinetic assay; higher % means a stronger effect;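 active means compound inhibiting the enzyme by more than half at any dose during confirmatory dose-response retesting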;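 further: plate controls were full reaction with DMSO carrier for no effect and no enzyme background for full effect; strong numbers were not always called active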
Dynein transport cytoplasmic EGFP: further read-out of Dynein transport, marked with its call; z-score; measured here: cytoplasmic GR-EGFP intensity; hits give high values
Dynein transport nuclear GR-EGFP: also measured in Dynein transport; calls as there; z-score; measured here: nuclear GR-EGFP intensity;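 lower value marks the stronger effect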
Dynein transport cell count: also measured in Dynein transport; calls as there; z-score; measured here: cell count per field
Insulin prom up cell count: further read-out of Insulin prom up, marked with its call; cell count; measured here: cytotoxicity, nuclei count;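 total cells summed across four imaged fields per well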
bCat nuc transl cell count 5 µM: also measured in bCat nuc transl; calls as there; cell count; measured here: cell count, cytotoxicity flag
MT stabilize HCS Hoechst-high %: further read-out of MT stabilize HCS, marked with its call; % Hoechst-high responders; measured here: nuclear condensation Hoechst responders;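 share of cells brighter than vehicle mean plus two SD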
MT stabilize HCS cytotoxicity %: also measured in MT stabilize HCS; calls as there; toxicity, %; measured here: cytotoxicity by cell density;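 0% = mean cell density of plate MIN control wells and 100% = no cells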
Autophagy HCS cell loss 18 h: second read-out of Autophagy HCS, no call of its own (marks repeat the call); toxicity, %; measured here: cell loss, nuclei count;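 cell loss after 18 h compound exposure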
Starred values were filed as active, the others as inactive; i = inactive; x = no result given. Not all compounds are listed; rates above refer to the full screens.

SMILES	MT stabilize HCS	MT stabilize HCS Hoechst-high %	MT stabilize HCS cytotoxicity %	NOD2 inhibition	NOD1 NF-kB reporter	Dynein transport	Dynein transport cytoplasmic EGFP	Dynein transport nuclear GR-EGFP	Dynein transport cell count	Autophagy HCS	Autophagy HCS cell loss 18 h	Yfh1-off respiration	Insulin prom up	Insulin prom up cell count	bCat nuc transl	bCat nuc transl cell count 5 µM	P. falciparum M17LAP
Cn1c(=O)c2c(nc(SCCN3CCCCC3)n2C)n(C)c1=O	3.4	1.4	1.3	6%	-14%	-0.26	-0.25	0.19	0.27	i	-14	x	x	x	-1.1	523	-1%
Cc1ccc(CNC(=O)C2CCN(S(=O)(=O)c3ccc4c(c3)OCCCO4)CC2)cc1	6.9	2.1	9.4	11%	-18%	0.2	-0.024	0.017	-1.7	i	24	i	0.35	1561	0.4	1082	4%
Cc1cccc(NC(=O)c2cc3c(n(-c4ccccc4)c2=O)CCCC3=O)n1	2.7	0.1	65	14%	-10%	4.5	3.4	3.7	0.75	i	3	i	-0.52	1217	-5.3	1216	1%
COc1ccc(C)cc1NC(=O)N1CCC(CO)(CC2CCCCO2)CC1 (stereo not given)	9.2	1.6	10	-2%	-26%	-0.33	-0.33	-0.41	0.32	i	4	i	0.28	1303	-0.2	1465	-6%
CC(Sc1ccccc1)C(=O)N(CCC#N)Cc1cccnc1 (stereo not given)	2.0	2.0	4.2	6%	-31%	-0.045	-0.35	-0.01	0.56	i	22	i	x	x	0.5	1096	4%
CCCOc1c(OC)cccc1C1CC(=O)Nc2cc3c(cc21)OCCO3 (stereo not given)	51*	34*	74*	-9%	25%	0.48	-0.2	0.22	-0.35	i	-6	i	x	x	x	x	-8%
c1ccc(C(c2ccccc2)N2CCN(c3ccc4ccccc4n3)CC2)cc1	1.3	0.9	8.1	5%	-16%	-0.15	-0.23	0.028	0.87	i	1	i	x	x	-0.3	1081	1%
COc1cc2nc(-c3ccc(Br)o3)oc(=O)c2cc1OC	2.8	1.5	6.2	-6%	-8%	-1.4	-0.13	-0.46	-0.56	i	-10	i	0.78	1185	-1.0	1202	-9%
CCn1cc(/C=N/NS(=O)(=O)c2ccc(OC)cc2)c(C)n1	1.6	1.1	0.8	9%	-9%	-0.47	0.12	-0.12	-0.15	i	-4	i	0.86	914	x	x	9%
Cc1ccc2c(CN3CCN(CCO)CC3)cc(=O)oc2c1	2.6	1.3	6.7	2%	-10%	0.57	-0.2	0.27	-0.4	i	24	i	0.13	1237	-6.1	1021	3%
O=C(Nc1nccs1)c1ccc(COc2ccccc2Cl)o1	5.5	2.5	5.7	-39%	18%	0.12	-0.29	0.1	0.2	i	-40	i	x	x	-2.8	1174	-6%
Cc1cccc(-n2c(C)n[nH]c2=S)c1	1.2	1.4	2.5	0%	5%	-0.13	-0.22	-0.094	0.53	i	0	i	0.17	1586	1.1	1298	6%
COc1cccc(C2N(c3ccccc3)CCN2c2ccccc2)c1OC	6.5	2.0	5.0	-3%	-19%	0.45	-0.31	0.098	0.36	i	1	i	-0.08	1551	1.0	1523	5%
O=C(O)/C=C\C(=O)Nc1ccccc1C(=O)N1CCN(c2ccc(Cl)cc2)CC1	2.4	2.0	7.2	4%	12%	-0.65	-0.18	-0.11	0.26	i	-9	i	-0.46	775	-1.7	1066	7%
O=C(NC(=O)N1CCCC1)c1csnn1	x	x	x	16%	0%	-0.4	-0.25	0.11	0.49	x	x	i	-0.04	1088	-0.4	1339	5%
COC(=O)CCCNC(=O)OCc1ccc([N+](=O)[O-])cc1	2.3	1.3	1.8	-8%	-31%	-0.68	-0.2	-0.46	0.99	i	-17	i	0.78	1998	0.4	1073	-2%
CCc1nnc(NC(=O)c2ccc(S(=O)(=O)N(CCOC)CCOC)cc2)o1	6.3	3.8	12	16%	-3%	-0.51	-0.27	-0.16	0.16	i	6	i	1.7	1439	-2.2	1407	11%
COc1ccccc1NC(=O)COc1ccc(/C=N/n2cnnc2)cc1OC	3.2	2.5	1.1	2%	-27%	-0.36	-0.2	-0.065	0.75	i	-17	i	0.31	1115	-2.3	1162	0%
Cn1c(=O)[nH]c2cc3ccccc3cc21	3.1	1.0	17	-9%	-51%	0.43	-0.31	0.38	0.56	i	0	i	x	x	7.4	303	-5%
O=S1(=O)CCC(NC(=S)N2CCCCC2)C1 (stereo not given)	5.1	3.4	7.7	9%	-22%	0.79	-0.22	-0.063	-0.58	i	-6	i	0.2	1469	-2.8	979	-17%
COC(=O)CN(c1ccc2c(c1)OCO2)S(C)(=O)=O	4.4	1.7	5.0	16%	37%	-0.5	-0.25	-0.39	0.66	i	-6	i	-0.43	1540	0.0	619	5%
CCn1c(SCC(=O)Nc2nc(C)c(C)s2)nc2cccnc21	3.7	2.3	8.7	16%	-16%	0.79	-0.22	0.31	-0.66	i	0	x	x	x	-2.3	1222	21%
Cc1cc(=O)oc2cc(OCCCC[n+]3ccccc3)ccc12	x	x	x	10%	0%	-0.87	-0.26	-0.43	0.5	x	x	i	-0.18	1410	-0.4	1146	-2%
CCOC(=O)c1cc(C#N)c(N)nc1C	5.9	1.7	15	0%	-19%	0.93	-0.059	1.5	-2.1	i	10	i	x	x	1.4	1165	12%
CCCCC(=O)Nc1nc2ccc(C(=O)OC)cc2s1	25*	35*	58*	-53%	-32%	2	-0.19	0.91	-0.62	i	-9	i	-0.83	1161	0.6	1103	1%

Only MT stabilize HCS cytotoxicity % (2 entries from above):
Structure,MT stabilize HCS cytotoxicity %
Cc1cccc(-n2c(C)n[nH]c2=S)c1,2.5
COc1ccccc1NC(=O)COc1ccc(/C=N/n2cnnc2)cc1OC,1.1

(listing goes on)
SMILES	MT stabilize HCS	MT stabilize HCS Hoechst-high %	MT stabilize HCS cytotoxicity %	NOD2 inhibition	NOD1 NF-kB reporter	Dynein transport	Dynein transport cytoplasmic EGFP	Dynein transport nuclear GR-EGFP	Dynein transport cell count	Autophagy HCS	Autophagy HCS cell loss 18 h	Yfh1-off respiration	Insulin prom up	Insulin prom up cell count	bCat nuc transl	bCat nuc transl cell count 5 µM	P. falciparum M17LAP
CN(CC(=O)Nc1ccc(N2CCOCC2)cc1)CC(=O)Nc1ccccc1C#N	4.5	1.1	4.1	9%	17%	-0.64	-0.3	-0.53	0.74	i	-4	i	0.01	1392	1.7	1037	-1%
CCOc1cc(N2CCOCC2)c(OCC)cc1NC(=O)c1ccccc1C	3.3	1.3	3.7	4%	-27%	-1.1	-0.29	-0.43	1.1	i	16	i	0.56	1557	-3.7	1122	-2%
O=C(Cc1ccccc1)NCC(=O)OCC(=O)c1ccc([N+](=O)[O-])cc1	4.2	2.7	4.2	5%	-16%	-0.35	-0.22	-0.017	0.99	i	34	i	-0.37	1381	-1.1	1000	-3%
O=C1CCCc2c1nn(-c1ccccc1)[n+]2[O-]	4.3	2.1	0.8	-14%	-24%	-0.18	-0.23	-0.15	0.64	i	-13	i	0.52	1134	x	x	-1%
CC(=O)NC(=S)Nc1ccccc1N1CCN(C(=O)c2ccccc2)CC1	6.0	1.8	7.2	-8%	-31%	-0.45	-0.18	-0.019	0.95	i	-35	i	0.11	1583	-2.5	1151	3%
COc1cc(-c2cc(C(=O)Nc3ccccc3N3CCOCC3)c3ccccc3n2)cc(OC)c1OC	0.1	3.6	3.8	14%	13%	-0.38	-0.29	0.24	-0.12	i	1	i	-1.7	1024	-4.9	1084	-2%
Nc1ncnc(Sc2ccccc2)c1[N+](=O)[O-]	3.6	1.7	3.4	15%	-1%	-0.84	-0.13	-0.62	0.19	i	4	i	-0.03	1222	1.4	999	10%
C1=Nc2c(Nc3ccccc3)ncnc2Oc2ccccc21	4.1	4.2	7.0	-6%	-21%	-0.42	-0.29	-0.34	0.26	i	15	i	0.12	1098	-2.3	1165	-4%
CCOC(=O)CN(C#N)c1nc(N(C)C)nc(N(C)C)n1	1.4	2.0	6.2	16%	-15%	-0.1	-0.19	0.0047	-0.27	i	26	i	-0.05	1127	-0.8	1020	-16%
O=C(Cc1cccc2ccccc12)Nc1nc2ccccc2[nH]1	2.4	1.4	4.3	18%	-7%	-0.15	-0.27	0.34	1.1	i	-10	i	x	x	6.1	1010	3%
CSC1=C(C#N)C(C)C2=C(CC(C)(C)CC2=O)N1 (stereo not given)	4.5	2.7	7.4	22%	5%	0.63	-0.12	0.62	-1.1	i	-3	i	-0.07	968	-3.0	1255	1%
CCC(=O)N1COC[C@@H]1Cc1ccccc1	5.0	2.8	5.3	-9%	-19%	-0.13	-0.28	-0.28	-0.062	i	13	i	0.33	1301	x	x	1%
CCCc1ccc(OC(=O)c2ccc(O)cc2Cl)cc1	3.6	0.5	1.7	-107%	-66%	0.93	-0.27	0.086	0.66	i	23	i	-0.54	1186	2.9	1077	12%
Cc1ccc2c(Cl)c(C(=O)Nc3cc(C)on3)sc2c1	3.2	3.1	5.3	-60%	-79%	2.6	-0.26	1.2	-0.18	i	6	i	x	x	x	x	-3%
CN1C(=S)N(c2cccnc2)C(=O)/C1=C\c1ccc(C(C)(C)C)cc1	2.5	1.2	1.5	18%	16%	-3.7*	0.16*	-1.8*	-0.37*	i	13	i	-0.26	1202	-1.6	1044	-1%
Cc1cc(C=O)c(C)n1-c1ccc(N2CCOCC2)cc1	4.0	1.8	2.2	3%	-17%	-0.98	-0.23	-0.51	0.27	i	-7	i	x	x	0.1	1128	11%

Screening data from PubChem.
